Source: PubChem (several laboratories)
RGS4 pot = RGS4 potentiation or activation; 310,000 tested, 0.92% active; HEK293 M3R/inducible RGS4, carbachol calcium flux Fluo4; stronger effect = lower value; B-score at 10 µM;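 active means B-score of the integrated calcium signal more than 4 SD below the library mean, with starting fluorescence not abnormally high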;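 further: negative B-score means reduced calcium response which marks RGS4 activation or potentiation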
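Assay system: Inducible-RGS4 HEK293 cells carrying M3 receptor | Schedule: Compound preincubation 20 min at room temperature before agonist | Signal: Kinetic calcium fluorescence imaging with Fluo4-AM dye, 2 µM | Read-out basis: B score from integrated fluorescence ratio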
HIF act = HIF pathway transcriptional activation; 300,000 tested, 0.32% active; AID 1910; U2OS HRE-luciferase reporter, luminescence; normalized: DMSO 0%, desferrioxamine 100%; activation, % at 7.5 µM (by protocol);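 active means mean activation of at least 10% of the iron chelator positive control signal, with at least half of replicates also reaching 10%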
RGS4 inh = inhibitors of human RGS4; P49798; HEK293 M3R/RGS4 inducible, Fluo-4 calcium flux; stronger effect = higher value; triggered by carbachol at its EC20; B-score at 10 µM; 310,000 tested, 0.45% active;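 active means B-score, a plate-corrected calcium signal, over three deviations above library mean, with baseline fluorescence within five deviations of library mean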;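 further: RGS4 expression induced by doxycycline in cells with stable M3 receptor; B-score is computed from the integrated fluorescence ratio over baseline after carbachol; higher B-score means a larger calcium signal and so more RGS4 inhibition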
Target sequence (P49798 whole entry, looked up): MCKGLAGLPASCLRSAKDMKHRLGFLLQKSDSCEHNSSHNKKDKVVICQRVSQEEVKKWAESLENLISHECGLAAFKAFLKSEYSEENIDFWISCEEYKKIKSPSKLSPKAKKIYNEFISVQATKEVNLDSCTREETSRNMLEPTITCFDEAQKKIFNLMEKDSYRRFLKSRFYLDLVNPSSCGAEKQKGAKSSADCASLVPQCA
TRPC6 act = activates the mouse TRPC6 cation channel | HEK293-TRPC6 membrane potential dye fluorescence; stronger effect = higher value | AID 2550 | B-score at 10 µM | 310,000 tested, 0.13% active;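 active means B-score of the integrated fluorescence ratio above library mean plus 3 SD, and starting fluorescence ratio within library mean plus 5 SD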;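 further: higher score means more depolarization so channel activation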
Target sequence (Q61143 whole entry, looked up): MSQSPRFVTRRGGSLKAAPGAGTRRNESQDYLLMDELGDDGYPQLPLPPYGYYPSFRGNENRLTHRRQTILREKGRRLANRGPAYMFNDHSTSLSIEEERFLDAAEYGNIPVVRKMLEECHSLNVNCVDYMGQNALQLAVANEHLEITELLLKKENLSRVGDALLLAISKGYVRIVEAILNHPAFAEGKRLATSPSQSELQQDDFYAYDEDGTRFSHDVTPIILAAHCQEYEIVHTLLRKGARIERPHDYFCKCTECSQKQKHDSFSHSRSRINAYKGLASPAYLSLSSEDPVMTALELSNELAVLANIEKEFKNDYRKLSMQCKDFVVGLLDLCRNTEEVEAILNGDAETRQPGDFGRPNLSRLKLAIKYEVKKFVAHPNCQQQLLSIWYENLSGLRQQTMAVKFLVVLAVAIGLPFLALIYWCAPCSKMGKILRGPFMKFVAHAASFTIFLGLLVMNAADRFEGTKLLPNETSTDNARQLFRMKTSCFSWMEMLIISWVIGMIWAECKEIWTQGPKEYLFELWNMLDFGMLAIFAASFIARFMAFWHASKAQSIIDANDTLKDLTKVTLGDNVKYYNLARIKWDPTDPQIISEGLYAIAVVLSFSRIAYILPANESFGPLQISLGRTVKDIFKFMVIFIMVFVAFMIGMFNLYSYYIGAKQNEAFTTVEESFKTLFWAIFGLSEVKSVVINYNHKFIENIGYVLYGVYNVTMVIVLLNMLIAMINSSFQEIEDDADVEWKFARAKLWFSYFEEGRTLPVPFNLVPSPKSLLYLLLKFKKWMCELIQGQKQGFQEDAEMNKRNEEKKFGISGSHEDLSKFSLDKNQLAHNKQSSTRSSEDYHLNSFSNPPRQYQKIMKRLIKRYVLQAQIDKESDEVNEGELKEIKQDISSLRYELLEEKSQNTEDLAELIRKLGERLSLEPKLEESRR
MrgX1 agonist = agonists of human MrgX1 receptor. MrgX1-HEK293 cells, Fluo-4 calcium fluorescence, agonist mode; stronger effect = higher value. 310,000 tested, 0.44% active. AID 588627. Q96LB2. B-score at 10 µM;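 active means calcium response B-score plate-corrected fluorescence ratio at least 3 library SD, with starting fluorescence B-score inside 5 SD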
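Material: HEK293 cells stably expressing human MrgX1 receptor | Quantity: 15,000 cells per well | Times: Cells plated overnight, dye loaded 0.5 h 37 °C, 0.5 h room temperature | Measured by: Kinetic Fluo-4 NW fluorescence of intracellular calcium | Control set: Positive and negative controls per plate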
SKKanGAS inh = inhibitors of SKKanGAS S. pyogenes growth in kanamycin (SK-promoter or general growth effect). 300,000 tested, 1.3% active. inhibition, % at 7.5 µM. BacTiter-Glo, 6 h. AID 1662;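 active means mean replicate score, as percent of positive control median, at least 50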;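 further: strain carries kanamycin resistance gene driven by streptokinase promoter and grows in 40 µg/ml kanamycin; loss of luminescence reflects streptokinase promoter inhibition or plain growth inhibition; 0% = median of DMSO wells and 100% = positive control at its reference dose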
TRPC6 inh = mouse TRPC6 channel inhibition | Q61143 | HEK293-TRPC6, membrane potential dye, ACh-evoked depolarization; stronger effect = lower value | B-score at 10 µM | 310,000 tested, 1.1% active;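 active means B-score under library mean minus 3 SD, initial fluorescence not abnormally high, positive integrated signal ratio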;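 further: B-score derived from integrated fluorescence ratio over the kinetic read; more negative B-score means stronger inhibition of depolarization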
TRPC4 block = inhibitors of mouse TRPC4 channel | 300,000 tested, 0.39% active | HEK293 TRPC4beta/mu-opioid, DAMGO-evoked Fluo4 calcium flux; stronger effect = lower value | Q9QUQ5 | B-score at 10 µM;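 active means B-score over 3 SD under the library average, no early fluorescence shift, positive overall ratio signal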
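Assay system: HEK293 cells with stable TRPC4beta plus mu-opioid receptor expression; Probe or stimulus: DAMGO in two steps, submaximal then maximal; Dosing: single-point compound dosing; Measured by: Fluo4 calcium-dye fluorescence, kinetic read; Read-out basis: B score from integrated Fluo4 fluorescence ratio.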
MrgX1 antagonist = antagonists of human MrgX1 receptor; Q96LB2; MRGX1-HEK293 calcium flux, Fluo-4, BAM8-22 antagonism; stronger effect = lower value; B-score at 10 µM; 310,000 tested, 1.3% active; AID 588676;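 active means calcium-response B-score plate-corrected more than 3 library SD below zero, starting fluorescence within 5 deviations, no agonist response on first addition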;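 further: peak minus trough fluorescence over baseline after final BAM8-22 challenge near maximal dose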
MrgX1 PAM = allosterically activates human MrgX1 receptor signaling | AID 588675 | B-score at 10 µM | Q96LB2 | 310,000 tested, 0.63% active | MrgX1-HEK293, Fluo-4 calcium flux, FDSS; stronger effect = higher value;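 active means plate-corrected calcium response at least 3 library SD above typical, normal starting fluorescence, not activating the receptor alone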;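 further: compound read alongside a low EC10 to EC30 dose of BAM8-22 agonist; peak minus trough fluorescence over baseline measured at the second addition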
Platelet DG rel = modulates dense granule release in human platelets. 300,000 tested, 0.22% active. inhibition, %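 (compounds screened at 7.5 µM in platelet-rich plasma)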. AID 1663. human platelet-rich plasma, SFLLRN dense granule ATP release, luminescence;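 active means mean replicate score, as percent of positive control, at or above 50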
* hit, by the source's call; i = inactive; / = not tested or not shown.

nr	Compound	RGS4 pot	HIF act	RGS4 inh	TRPC6 act	MrgX1 agonist	SKKanGAS inh	TRPC6 inh	TRPC4 block	MrgX1 antagonist	MrgX1 PAM	Platelet DG rel
1	O=C(CC1CCCCC1)Nc1ncn[nH]1	i	-0.3	i	i	i	1.0	i	i	i	i	-6.3
2	COc1ccc([N+](=O)[O-])cc1N(CC(=O)NCC1CCCO1)S(C)(=O)=O (centres undefined)	i	-0.1	i	i	i	-2.3	i	i	i	i	10.0
3	O=C(COc1ccc(-c2nnco2)cc1)Nc1c(F)cccc1F	i	1.8	i	i	i	-15.4	i	i	i	i	11.3
4	CCOC(=O)C1=C(C)Nc2sc(C(=O)c3ccc(Br)cc3)c(N)c2C1c1ccc(C(=O)OC)cc1 (centres undefined)	i	-0.7	i	i	i	22.0	i	/	i	i	6.0
5	Cc1ccc(OCC(=O)NNC(=S)NC(=O)c2cccs2)c(C)c1	-8.96*	-0.2	i	i	34.7*	87.1*	i	i	i	i	-0.3
6	CN(CC(=O)Nc1ccccc1Cl)C(=O)CN1C(=O)C2CCCCC2C1=O (centres undefined)	i	-0.3	i	i	i	-7.6	i	i	i	i	-21.3
7	Cc1nn(Cc2ccc(F)cc2)c(C)c1NC(=O)c1cnn2c1NC(c1cccs1)CC2C(F)(F)F (centres undefined)	i	-0.2	i	i	i	0.1	i	i	i	i	3.0
8	CNC(=S)NNC(=O)COc1ccc(C)c(C)c1	i	0.0	i	i	i	5.1	i	i	i	i	1.3
9	O=C(N/N=C/c1ccccn1)c1cc(-c2ccccc2Cl)n[nH]1	i	2.0	i	i	i	-5.9	i	i	i	i	13.4
10	Cc1ccc(CN2C(=O)CCC2C(=O)NCc2ccco2)cc1 (centres undefined)	i	-1.2	i	i	i	-2.2	i	i	i	i	2.5
11	COc1ccc(C(=O)CCc2ccccc2)c(O)c1	i	2.7	i	i	i	3.5	i	i	i	i	9.6
12	N/C(=N\OC(=O)c1ccc2c(c1)OCO2)c1ccc([N+](=O)[O-])cc1	i	0.2	i	i	i	13.2	i	i	i	i	12.7

Additional structures:
nr	Compound	RGS4 pot	HIF act	RGS4 inh	TRPC6 act	MrgX1 agonist	SKKanGAS inh	TRPC6 inh	TRPC4 block	MrgX1 antagonist	MrgX1 PAM	Platelet DG rel
13	COc1ccc(NC(=O)CN2CCC(C(N)=O)(N3CCCCC3)CC2)cc1	i	-0.2	i	i	i	4.1	i	i	i	i	-5.6
14	Fc1ccc(NCc2nnc(SCc3ccccc3)o2)cc1	i	1.2	i	i	i	-1.6	i	i	i	i	12.1
15	COCCCN1C(=O)N(c2ccccc2)C(=O)C1CC(=O)Nc1ccc(F)cc1 (centres undefined)	i	-1.1	i	i	i	0.4	i	i	i	i	4.6
16	C/C(=N\NC(=O)C(O)(c1ccccc1)c1ccccc1)c1ccc(NC(=O)CCCC(=O)O)cc1	i	-0.3	i	i	i	4.2	i	i	i	i	2.9
17	Cc1cc(NC(=O)C2CC2)ncc1NC(=O)c1ccccn1	i	1.8	i	i	i	10.8	i	i	i	i	6.2
18	COC(=O)c1cc(S(=O)(=O)Nc2cccc(C)c2C)cn1C	i	0.2	i	i	i	0.4	i	i	i	i	19.5
19	Cc1ccc(NS(=O)(=O)c2cccc(C(=O)O)c2)cc1S(=O)(=O)N1CCCCC1	i	-0.2	i	i	i	6.2	i	i	i	i	8.4
20	COC(=O)Nc1sc2c(c1C(=O)NC1CC1)CCCCCC2	i	-0.1	i	i	i	-1.6	i	i	i	i	5.9
21	CC(C)C1CC(c2ccccc2)(C(CN)CO)CCO1 (centres undefined)	i	0.0	i	i	i	-0.1	i	i	i	i	10.2
22	O=C(Cn1nc(-c2ccc(Cl)cc2)c2ccccc2c1=O)NCC1CCCO1 (centres undefined)	i	0.0	i	i	i	-2.3	i	i	i	i	-0.7
23	Cc1ccc(C)c(NC(=O)CSc2nnc(-c3ccncc3)o2)c1	i	0.1	i	i	i	-10.6	i	i	i	i	12.1
24	CCCCOc1c(Br)cc(/C=N/O)cc1OCC	i	-0.1	i	i	i	2.5	i	i	i	i	2.4

(more compounds)
nr	Compound	RGS4 pot	HIF act	RGS4 inh	TRPC6 act	MrgX1 agonist	SKKanGAS inh	TRPC6 inh	TRPC4 block	MrgX1 antagonist	MrgX1 PAM	Platelet DG rel
25	CC(=O)c1c(C)[nH]c(C(=O)NCc2ccco2)c1C	i	0.1	i	i	i	-5.9	i	i	i	i	-0.8
26	CCN(CC(=O)NCc1ccc(Cl)cc1)C(=O)/C=C/c1cccs1	i	-1.1	i	i	i	0.2	i	i	i	i	-2.2
27	CCOc1ccc(OCC)c(NC(=O)CN2CCN(c3cccc(C)c3)CC2)c1	i	1.0	i	i	i	4.9	i	i	i	i	8.3
28	COc1ccc(-c2cc(C(=O)OCC(=O)c3c(N)n(C)c(=O)n(C)c3=O)c3ccccc3n2)cc1	i	1.4	i	i	i	34.9	i	i	i	i	-0.3
29	O=C(Cn1ccc2ccccc2c1=O)NCC(=O)N1CCN(c2ccc(F)cc2)CC1	i	-0.1	i	i	i	-2.9	i	i	i	i	-10.7
30	Cc1ccc(-n2ncc(C#N)c2/N=C/N(C)C)cc1	i	-0.6	i	i	i	-4.2	i	i	i	i	-1.3
31	Cc1ccc(S(=O)(=O)N(C)C)cc1-n1c(SCC(=O)Nc2ccc(F)c(F)c2F)nc2ccccc2c1=O	i	-1.1	i	i	i	14.3	i	i	i	i	3.3
32	Cc1cccc(OCc2nnc(NC(=O)Cc3cccs3)s2)c1	i	-0.5	i	i	i	19.7	i	i	i	i	11.3
33	COc1ccc(C2C(C(C)=O)=C(O)C(=O)N2C)c(OC)c1 (centres undefined)	i	-2.5	i	i	i	4.1	i	i	i	i	3.1
34	COc1ccc(NS(=O)(=O)c2cn(C)nc2C)cc1	i	0.2	i	i	i	38.6	i	i	i	i	-11.1
35	CCOC(=O)C1CCCN(c2cc(=O)n(-c3ccccc3Cl)c(=O)[nH]2)C1 (centres undefined)	i	-0.2	i	i	i	-1.4	i	i	i	i	6.2
36	COc1ccc(N2CC(C(=O)N[C@H](C(=O)NC(C)c3ccccc3)C(C)C)CC2=O)cc1 (some centres undefined)	i	-0.9	i	i	i	-6.4	i	i	i	i	2.9

Other results
nr	Compound	RGS4 pot	HIF act	RGS4 inh	TRPC6 act	MrgX1 agonist	SKKanGAS inh	TRPC6 inh	TRPC4 block	MrgX1 antagonist	MrgX1 PAM	Platelet DG rel
37	O=C(Nc1cnc2ccccc2c1)c1ccco1	i	-2.3	i	i	i	-4.6	i	i	i	i	/
38	CCN(CC)c1ccc(/C=N/NC(=O)C(O)c2ccccc2)cc1 (centres undefined)	i	0.2	i	i	i	0.5	i	i	i	i	1.2
39	Cc1ccc(Oc2ncccc2/C=N/O)cc1	i	0.7	i	i	i	0.0	i	i	i	i	-7.5
40	Cc1ccccc1C1CC(c2ccc(Br)cc2)Nc2nc(N)nn21 (centres undefined)	i	0.1	i	i	i	6.5	i	i	i	i	5.4
41	C=C(C)Cn1c(=S)[nH]c2ccccc2c1=O	i	-0.4	i	i	i	-1.4	i	i	i	i	0.2
42	COC(=O)c1[nH]c2ccccc2c1NC(=O)CCN1CCSCC1	i	-0.1	i	i	i	-2.8	i	i	i	i	0.3
43	CCc1ccc(NC(=O)NNC(=O)c2cc3ccccc3cc2O)cc1	i	0.2	i	i	i	-1.0	i	i	i	i	-5.7
44	COc1cc(/C=N/O)cc(Br)c1OS(=O)(=O)c1ccc(C)cc1	i	1.1	i	i	i	19.5	i	i	i	i	-2.4
45	CC(C)CN(C(=O)COC(=O)c1cncc(Br)c1)c1c(N)n(Cc2ccccc2)c(=O)[nH]c1=O	i	-0.4	i	i	i	-9.3	i	i	i	i	30.8
46	CC1CC(C)(C)NC(=S)N1CCC(=O)Nc1ccc2c(c1)OCCO2 (centres undefined)	i	-0.3	i	i	i	-1.1	i	i	i	i	8.0
47	COc1ccc(C(=O)CN2CCN(c3ccc(Cl)cc3)CC2)cc1OC	i	-0.1	i	i	i	-0.7	i	i	i	i	8.5
48	CC(=O)Nc1ccc(S(=O)(=O)N2CCN(C(=O)c3ccco3)CC2)cc1	i	-0.5	i	i	i	1.9	i	i	i	i	-0.6

Going on with the list.
nr	Compound	RGS4 pot	HIF act	RGS4 inh	TRPC6 act	MrgX1 agonist	SKKanGAS inh	TRPC6 inh	TRPC4 block	MrgX1 antagonist	MrgX1 PAM	Platelet DG rel
49	Cc1ccc(S(=O)(=O)N2CCN(c3ccnc4cc(Cl)ccc34)CC2)cc1	i	-1.7	i	i	i	24.6	i	i	i	i	0.9
50	Cc1cc(OCCOCCN(C)C)ccc1Cl	i	0.2	i	i	i	2.7	i	i	i	i	-5.2
51	Cc1ccc2c(c1)N(CC(=O)NCCCN1CCCCC1)C(=O)c1cccnc1O2	i	-0.3	i	i	i	-2.5	i	i	i	i	4.7
52	N/C(=N\O)c1ccc(Cl)cc1Cl	i	0.0	i	i	i	-1.6	i	i	i	i	-7.1
53	COc1ccccc1-c1n[nH]c(=S)n1Cc1ccco1	i	-0.5	i	i	i	-2.0	i	i	i	i	4.7
54	CN(C)S(=O)(=O)N1CCN(C(=O)c2ccc3c(c2)OCO3)CC1	i	0.5	i	i	i	-6.1	i	i	i	i	-7.0
55	CCOC(=O)c1sc(N2N=C(C)/C(=C\c3ccc(OCC(=O)OC)cc3)C2=O)nc1C	i	-1.8	i	i	i	3.5	i	i	i	i	-5.8
56	C=CCn1c(SCc2ccc(C(=O)NCCO)cc2)nc2ccccc2c1=O	i	-0.5	i	i	i	4.7	i	i	i	i	2.0
57	C#CCOCCOCCOCCNc1nc(N2CCN(C(=O)Cn3cc(CCCCN)nn3)CC2)nc(N2CCN(C(=O)[C@H](C(C)C)n3cc(CCO)nn3)CC2)n1	i	-0.2	i	i	i	7.0	i	i	i	i	-1.1
58	Cc1ccc(NC(=O)COc2ccc(Br)cc2C)cc1	i	2.3	i	i	i	-0.6	i	i	i	i	-8.4
59	CC(NC(=O)c1ccco1)C(c1cccs1)N1CCN(c2ccccc2)CC1 (centres undefined)	i	-0.1	i	i	i	0.3	i	-6*	i	i	-2.5
60	CCN(CC)CCCNC(=O)COc1ccc2oc3c(c2c1)CCCC3	i	0.5	i	i	i	1.1	i	i	i	i	11.1
61	CCc1ccc(/C=C2\Oc3cc(OC(=O)N4CCOCC4)ccc3C2=O)cc1	i	0.0	i	i	i	2.9	i	i	i	i	22.4
